IL1B NFkB pot = enhancers of NFkB p65 translocation in HUVEC – imaging, IL-1B stimulus, high-content imaging, primary screen; AID 819, 2007; HUVEC IL-1B NFkB p65 nuclear translocation imaging; hit rate 0.3% among 94,000; activation, % at 2 µM;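 active means activation above 40%, about the mean plus 3 SD, also judged a hit on visual image review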;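 further: percent activation is computed from the nuclear over cytoplasmic p65 intensity ratio; values of inactives mirror those of a sister screen read the other way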
IL1B NFkB inh = inhibitors of IL-1B driven NFkB p65 nuclear import, primary screen, imaging, HUVEC, IL-1B stimulus, high-content imaging; HUVEC IL-1B NFkB p65 nuclear translocation imaging; inhibition, % at 2 µM; hit rate 0.43% among 94,000; AID 796, 2007;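 active means inhibition above about 30% together with a positive call from visual inspection of the well image, limit read from the data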;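 further: nuclear over cytoplasmic p65 intensity ratio measured by imaging; 0% = IL-1B stimulated DMSO wells and 100% = unstimulated DMSO wells; values of inactives mirror those of a sister screen read the other way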
MRP resist rev = reversal of MRP1-mediated doxorubicin resistance, primary screen, H69AR cells, doxorubicin co-treatment | hit rate 0.04% among 85,000 | H69AR cells + 2 uM doxorubicin, CellTiter-Glo, 72 h | differential viability (reversal), % at 10 µM;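 active means viability drop by adding the cancer drug above about 55%, with treated viability meeting a 40% cutoff, limit read from the data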;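 further: viability without doxorubicin minus viability with 2 µM doxorubicin for each compound; larger differential means the compound sensitizes cells more to doxorubicin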
PLAP inhibition = PLAP enzyme inhibitors, biochemical, luminescence, HTS (AID 690); Alkaline phosphatase, placental type (Homo sapiens); purified PLAP, luminescent substrate; higher % means a stronger effect; inhibition, % at 20 µM; hits with a dose series show IC50 in µM; hit rate 0.08% among 96,000; in the data active means a potency from the dose series; inactive means the rest, 99 in 100 with inhibition below about 30%; further: strong numbers were not always called active
Bcl-B TR3 displacers = displacers of TR3 peptide from Bcl-B, primary screen, selectivity assay for Bfl-1 inhibitor project, biochemical, fluorescence polarization. AID 748, 2007. hit rate 0.11% among 96,000. one-dose displacement, % at 20 µM; IC50 in µM for titrated hits. Bcl-2-like protein 10 (Homo sapiens). FP displacement of FITC-TR3 peptide from Bcl-B; higher % means a stronger effect;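 active means displacement above 50% at 20 µM plus a fluorescence interference ratio under 1.5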;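 further: plate controls were wells without compound for no effect and wells lacking Bcl-B protein for full effect; a part of the inactive calls stands beside numbers as strong as those of hits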
MRP resist rev cytotoxicity = second read-out of MRP resist rev, no call of its own (marks repeat the call); viability, %; H69AR cells, CellTiter-Glo, 72 h; measured here: cytotoxicity without doxorubicin
MRP resist rev with doxorubicin = also measured in MRP resist rev; calls as there; viability, %; measured here: viability with 2 uM doxorubicin; stronger effect = lower value
IL1B NFkB inh cell count 2 µM = second read-out of IL1B NFkB inh, no call of its own (marks repeat the call); cell count; measured here: cells passing quality filter;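 raw number of nuclei counted in each imaged well without normalization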
IL1B NFkB pot cell count 2 µM = recorded beside IL1B NFkB pot, whose call it bears; cell count; measured here: cells passing quality filter
Numbers without * were called inactive; nt = not tested or not shown. These rows are one share of the data; rates above refer to the full screens.

SMILES | IL1B NFkB pot | IL1B NFkB pot cell count 2 µM | IL1B NFkB inh | IL1B NFkB inh cell count 2 µM | MRP resist rev | MRP resist rev cytotoxicity | MRP resist rev with doxorubicin | PLAP inhibition | Bcl-B TR3 displacers
COc1ccccc1CNC(=O)C1CC(=O)N(c2ccc(C)c(C)c2)C1 (stereo not given) | -5.8 | 63 | 5.8 | 63 | 4.2 | 90.3 | 86.1 | -13.5% | -0.6%
Cc1nnc(C)n1N1C(=O)c2cccc3cccc(c23)C1=O | -11.1 | 250 | 11.1 | 250 | -16.6 | 65.4 | 82.0 | -9.0% | -3.7%
Cc1cc(C)nc(Sc2c(C)nn(-c3ccccc3)c2C)n1 | nt | nt | nt | nt | -1.7 | 88.4 | 90.1 | -60.5% | 7.1%
CCN1CCN(CCNC(=O)c2cn(C(C)c3ccccc3F)nn2)CC1 (stereo not given) | 3.4 | 139 | -3.4 | 139 | 12.8 | 98.2 | 85.4 | 5.2% | -6.0%
COc1ccc(OC)c(S(=O)(=O)N2CCC(C(=O)Nc3cc(C)ccc3C)CC2)c1 | 5.6 | 80 | -5.6 | 80 | -18.7 | 94.4 | 113.1 | -26.6% | 6.0%
O=C(C1CC1)N1CCc2cc(S(=O)(=O)N3CCOCC3)ccc21 | -8.9 | 111 | 8.9 | 111 | 11.4 | 95.7 | 84.3 | 16.6% | -6.5%
CC1=C(C(=O)OC(C)C)C(c2ccc(Br)s2)NC(=O)N1C (stereo not given) | 6.8 | 199 | -6.8 | 199 | 14.6 | 110.5 | 95.9 | -41.4% | -1.0%
O=C(/C=C/c1ccccc1)NC(=S)Nc1ccccc1C(=O)NC1CCCCC1 | -7.8 | 155 | 7.8 | 155 | nt | nt | nt | 4.7% | 11.2%
CCOC(=O)c1ccc2c(c1)nc(COc1ccccc1C#N)n2CC | nt | nt | nt | nt | -11.0 | 19.8 | 30.8 | -13.5% | -6.5%
C=C(C)COc1ccc(-c2[nH]ncc2Oc2cccc(OC)c2)c(O)c1 | -18.9 | 80 | 18.9 | 80 | 0.0 | 1.3 | 1.3 | -52.6% | -9.7%
CC(Sc1nnc(Cc2cccs2)n1C1CCCCC1)C(=O)N1CCc2ccccc21 (stereo not given) | -0.1 | 162 | 0.1 | 162 | -6.3 | 62.8 | 69.1 | -74.6% | -21.9%
COc1ccc(Nc2oc(COc3ccc(Cl)cc3)nc2C#N)cc1 | 12.9 | 140 | -12.9 | 140 | -22.6 | 70.7 | 93.2 | 11.7% | 8.6%
COc1cc(C(=S)N2CCOCC2)cc(OC)c1OC(=O)c1cc([N+](=O)[O-])c(C)c([N+](=O)[O-])c1 | 21.4 | 139 | -21.4 | 139 | nt | nt | nt | -25.5% | 11.6%
CN(CCNC(=O)c1ccc(N2CCCC2=O)cc1)CCc1ccccc1 | 9.2 | 144 | -9.2 | 144 | 8.5 | 96.7 | 88.2 | nt | nt
O=C1CC(Sc2ncn[nH]2)C(=O)N1c1ccccc1 (stereo not given) | 1.0 | 187 | -1.0 | 187 | 9.1 | 96.1 | 87.0 | -27.0% | 6.1%
CSC(=NCc1cccnc1)NS(=O)(=O)c1cccs1 | 8.8 | 166 | -8.8 | 166 | 10.7 | 89.2 | 78.6 | 15.8% | -3.2%
COc1ccc(C)cc1NC(=O)CSc1nnc(-c2cc3cccc(OC)c3o2)n1N | 5.5 | 185 | -5.5 | 185 | -8.7 | 58.1 | 66.7 | 3.2% | -4.4%
CCOC(=O)C1CN(S(=O)(=O)c2ccc(C)cc2)c2cc(S(=O)(=O)CC)ccc2O1 (stereo not given) | -4.4 | 105 | 4.4 | 105 | nt | nt | nt | 9.0% | 1.5%
Cn1c(NC(=O)c2ccc(Cl)cc2)c(-c2ccccn2)c(=O)c2ccccc21 | -2.8 | 145 | 2.8 | 145 | nt | nt | nt | -9.3% | -5.7%
COc1ccc2c(c1)c(=O)oc1cc3occ(C(C)(C)C)c3cc12 | 16.1 | 71 | -16.1 | 71 | 2.1 | 12.8 | 10.7 | -3.7% | 6.8%
CCn1c(Cc2cccn2C)nnc1SCC(=O)c1ccc(C)cc1 | 9.1 | 180 | -9.1 | 180 | -2.3 | 108.9 | 111.2 | -28.2% | -7.7%
CCOC(=O)CC1C(=O)NCCN1Cc1cccc(C(F)(F)F)c1 (stereo not given) | 14.0 | 183 | -14.0 | 183 | -11.8 | 92.5 | 104.3 | -53.4% | -1.2%
Nc1c(C(=O)NCc2ccc(Cl)cc2)sc2nc3c(c(C(F)(F)F)c12)CCC3 | -6.0 | 112 | 6.0 | 112 | nt | nt | nt | -19.3% | 0.9%
COCCCN(C)C1CCN(C(=O)Nc2ccc(F)cc2)CC1 | 1.2 | 45 | -1.2 | 45 | 0.1 | 92.9 | 92.8 | -18.3% | 0.7%
COc1ccc(CC(=O)Nc2cccc(/C(C)=N/NC(=O)c3cccc([N+](=O)[O-])c3)c2)cc1 | 0.1 | 196 | -0.1 | 196 | nt | nt | nt | 1.3% | -1.0%
SMILES | IL1B NFkB pot | IL1B NFkB pot cell count 2 µM | IL1B NFkB inh | IL1B NFkB inh cell count 2 µM | MRP resist rev | MRP resist rev cytotoxicity | MRP resist rev with doxorubicin | PLAP inhibition | Bcl-B TR3 displacers
CN(C(=O)c1ccccc1Cl)c1ccccc1 | 3.0 | 115 | -3.0 | 115 | -13.4 | 80.8 | 94.2 | nt | nt
CCOC(=O)CCn1c(=O)c2c(nc(Br)n2Cc2ccccc2)n(C)c1=O | nt | nt | nt | nt | 20.7 | 100.6 | 80.0 | -68.3% | -9.6%
Cn1ncc(C#N)c1/N=C/N1CCCCC1 | 3.9 | 166 | -3.9 | 166 | 4.0 | 91.1 | 87.1 | 3.3% | 3.4%
CN1CCc2c(sc3c2C(=O)NC(c2cccs2)N3)C1 (stereo not given) | nt | nt | nt | nt | 2.1 | 96.9 | 94.8 | 0.8% | 78.3%
O=C(NCc1ccccc1)c1noc2c1CCCC2 | nt | nt | nt | nt | -10.9 | 62.1 | 73.0 | 0.9% | -10.4%
COc1ccc(S(=O)(=O)N2CCN(CC(=O)Nc3ccc(C)c(F)c3)CC2)cc1 | 4.0 | 143 | -4.0 | 143 | -13.1 | 4.9 | 17.9 | -58.7% | -0.9%
Cc1nc2sccn2c1P(c1c(C)nc2sccn12)c1c(C)nc2sccn12 | nt | nt | nt | nt | 4.0 | 76.6 | 72.5 | -15.2% | 3.7%
CC(=O)Nc1sc2c(c1C(c1ccc(F)cc1)N1CCOCC1)CCCC2 (stereo not given) | -11.1 | 154 | 11.1 | 154 | nt | nt | nt | -85.5% | -1.3%
Cc1ccc2c(c1)nnn2C1CCN(S(=O)(=O)c2ccc(C(=O)N3C(C)CCCC3C)cc2)CC1 (stereo not given) | -5.5 | 95 | 5.5 | 95 | -15.0 | 20.9 | 35.8 | 5.7% | -17.6%
CC(=O)NC(=O)c1nnn(Cc2ccccc2)c1NC(C)=O | 9.1 | 163 | -9.1 | 163 | -4.9 | 96.2 | 101.1 | -6.1% | -4.1%
CCOCCOC(=O)c1ccc(-n2cncn2)nc1 | -5.7 | 75 | 5.7 | 75 | 3.7 | 98.6 | 94.9 | 4.0% | 4.3%
COc1ccc(NC2=NC(=S)N(c3cccc(C)c3)C23CCCCC3)cc1 | -1.4 | 214 | 1.4 | 214 | nt | nt | nt | 17.1% | -1.2%
CCCN(CCC)CCCNC(=O)CC(C(=O)N1CCc2ccccc21)n1ccnc1 (stereo not given) | -6.3 | 122 | 6.3 | 122 | -22.7 | 80.2 | 102.9 | -25.9% | -9.7%
COCCOC(=O)C1=C(C)N=C2SCCC(=O)N2C1c1ccc(OC(=O)c2ccco2)cc1 (stereo not given) | 3.9 | 80 | -3.9 | 80 | nt | nt | nt | -38.1% | -4.0%
CCCn1c(C)cc(C(=O)CSc2nnc3n(CCC)c(=O)c4ccccc4n23)c1C | nt | nt | nt | nt | 5.9 | 98.9 | 93.0 | -21.1% | 13.8%
O=C(c1cccc(F)c1)N1CCN(Cc2ccco2)CC1 | 40.5* | 107* | -40.5 | 107 | 1.5 | 104.9 | 103.3 | -39.1% | 9.4%
O=c1cc(CNC2CCCCC2)c2ccccc2[nH]1 | -12.8 | 120 | 12.8 | 120 | 9.8 | 91.7 | 81.9 | -40.9% | -0.7%
CC1CCc2c(sc(NC(=O)c3ccc(Cn4cc(Br)cn4)o3)c2C(N)=O)C1 (stereo not given) | 4.4 | 164 | -4.4 | 164 | 6.0 | 100.7 | 94.7 | -1.1% | 0.1%
COc1ccccc1CNC(=O)Cn1cc2c(n1)CCCC2 | nt | nt | nt | nt | -14.4 | 96.2 | 110.6 | 3.8% | 3.7%
COC(=O)C1(O)CC(C(C)C)=NN1C(=O)c1ccc(Cl)cc1 (stereo not given) | 3.2 | 156 | -3.2 | 156 | nt | nt | nt | -22.5% | 1.0%
OC(Cn1nnc2ccccc21)Cn1c(C(F)(F)F)nc2ccccc21 (stereo not given) | 6.6 | 119 | -6.6 | 119 | nt | nt | nt | -4.7% | 0.8%
COc1cc(/C=C2/C(=N)N3C=CSC3=NC2=O)ccc1OCCCOc1ccccc1C | -11.2 | 135 | 11.2 | 135 | 0.4 | 6.1 | 5.7 | -8.0% | -31.1%
Cc1cccc(OCCCn2ccnc2)c1 | -9.9 | 95 | 9.9 | 95 | 2.4 | 90.0 | 87.6 | -12.5% | 0.8%
CCOc1ccc(C(OC(=O)c2ccco2)C(=O)NCc2ccc(C)cc2)cc1 (stereo not given) | 3.5 | 158 | -3.5 | 158 | -6.0 | 93.9 | 99.9 | 1.6% | -10.4%
O=C(Nn1c(O)c(C=C2N=c3ccccc3=N2)sc1=S)c1ccc(Cl)cc1 | -5.5 | 103 | 5.5 | 103 | nt | nt | nt | -12.5% | 11.8%

Structural class: the entries above with an NH in an aromatic ring (three)
SMILES | IL1B NFkB pot | IL1B NFkB pot cell count 2 µM | IL1B NFkB inh | IL1B NFkB inh cell count 2 µM | MRP resist rev | MRP resist rev cytotoxicity | MRP resist rev with doxorubicin | PLAP inhibition | Bcl-B TR3 displacers
C=C(C)COc1ccc(-c2[nH]ncc2Oc2cccc(OC)c2)c(O)c1 | -18.9 | 80 | 18.9 | 80 | 0.0 | 1.3 | 1.3 | -52.6% | -9.7%
O=C1CC(Sc2ncn[nH]2)C(=O)N1c1ccccc1 (stereo not given) | 1.0 | 187 | -1.0 | 187 | 9.1 | 96.1 | 87.0 | -27.0% | 6.1%
O=c1cc(CNC2CCCCC2)c2ccccc2[nH]1 | -12.8 | 120 | 12.8 | 120 | 9.8 | 91.7 | 81.9 | -40.9% | -0.7%

Following part:
SMILES | IL1B NFkB pot | IL1B NFkB pot cell count 2 µM | IL1B NFkB inh | IL1B NFkB inh cell count 2 µM | MRP resist rev | MRP resist rev cytotoxicity | MRP resist rev with doxorubicin | PLAP inhibition | Bcl-B TR3 displacers
CC1=C(C(=O)N(C)CCC#N)C2(CCCCC2)OC1=O | -7.8 | 160 | 7.8 | 160 | 1.5 | 87.6 | 86.1 | -3.4% | 2.4%
Nc1ncnc2nc(SCCN3CCCCC3)[nH]c12 | 12.2 | 168 | -12.2 | 168 | 3.6 | 93.8 | 90.2 | -4.0% | 3.9%
CCc1ccccc1N1CCN(S(=O)(=O)c2cc(OC)ccc2OC)CC1 | 7.8 | 183 | -7.8 | 183 | 14.4 | 89.8 | 75.4 | -29.0% | 0.9%
CCOc1ccc(NC(=O)c2ccc3c(c2)N(Cc2ccc(F)cc2)C(=O)CS3=O)cc1 (stereo not given) | 15.6 | 53 | -15.6 | 53 | 11.0 | 97.3 | 86.3 | -43.1% | 5.0%
Fc1c(F)c(C(F)(F)F)c(F)c(F)c1N1CCN(c2ccc3nnc(C(F)(F)F)n3n2)CC1 | 11.9 | 163 | -11.9 | 163 | -17.7 | 56.3 | 74.1 | -4.3% | -8.6%
O=C(c1cc2n(n1)C(C(F)(F)F)CC(c1ccc(F)cc1)N2)N1CCCC1 (stereo not given) | 7.7 | 142 | -7.7 | 142 | nt | nt | nt | -29.4% | -1.5%
COc1cc(SC#N)ccc1N=Cc1c(C)[nH]n(-c2ccc(C)cc2C)c1=O | -3.1 | 158 | 3.1 | 158 | nt | nt | nt | -63.5% | -3.2%

Source: PubChem (several laboratories)
